Screening results: PubChem BioAssay, several laboratories
CHRM4 PAM = human M4 muscarinic receptor positive allosteric modulators, primary screen, CHO-K1 cells, Fluo-8 calcium fluorescence | Muscarinic acetylcholine receptor M4 (Homo sapiens), P08173 | CHO-K1 hM4/Gqi5, ACh EC20; 0% = ACh EC20, 100% = maximal ACh | activation, % at 3 µM | actives 0.4% (n = 360,000);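 active means activation above its plate's cutoff, the mean activation of sample wells plus 3 SD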; further: some results filed as inactive read as strong as hits
Target sequence (P08173 whole entry, looked up): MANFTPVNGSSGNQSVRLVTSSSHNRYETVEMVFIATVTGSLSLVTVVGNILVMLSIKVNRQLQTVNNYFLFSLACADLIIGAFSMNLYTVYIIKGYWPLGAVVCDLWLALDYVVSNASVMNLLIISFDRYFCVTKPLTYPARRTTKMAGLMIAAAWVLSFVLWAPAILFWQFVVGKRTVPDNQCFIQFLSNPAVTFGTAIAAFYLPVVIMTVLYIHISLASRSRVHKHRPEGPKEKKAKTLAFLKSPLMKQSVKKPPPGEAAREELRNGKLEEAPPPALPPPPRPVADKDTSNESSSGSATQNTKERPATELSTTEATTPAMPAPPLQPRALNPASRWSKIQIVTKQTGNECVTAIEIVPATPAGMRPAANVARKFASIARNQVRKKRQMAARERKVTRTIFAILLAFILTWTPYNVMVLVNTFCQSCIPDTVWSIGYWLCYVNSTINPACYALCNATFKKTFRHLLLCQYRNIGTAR
M1 PAM = human M1 muscarinic receptor positive allosteric modulators, primary screen, CHO-K1 cells, Fluo-8 calcium fluorescence, 1536-well; Muscarinic acetylcholine receptor M1 (Homo sapiens), P11229; CHO-K1 hM1, ACh EC20; 0% = ACh EC20, 100% = maximal ACh; activation, % at 3 µM; actives 0.088% (n = 360,000); AID 588819, 2011; in the data active means activation above about 19%, passing the limit was not always enough
Target sequence (P11229 whole entry, looked up): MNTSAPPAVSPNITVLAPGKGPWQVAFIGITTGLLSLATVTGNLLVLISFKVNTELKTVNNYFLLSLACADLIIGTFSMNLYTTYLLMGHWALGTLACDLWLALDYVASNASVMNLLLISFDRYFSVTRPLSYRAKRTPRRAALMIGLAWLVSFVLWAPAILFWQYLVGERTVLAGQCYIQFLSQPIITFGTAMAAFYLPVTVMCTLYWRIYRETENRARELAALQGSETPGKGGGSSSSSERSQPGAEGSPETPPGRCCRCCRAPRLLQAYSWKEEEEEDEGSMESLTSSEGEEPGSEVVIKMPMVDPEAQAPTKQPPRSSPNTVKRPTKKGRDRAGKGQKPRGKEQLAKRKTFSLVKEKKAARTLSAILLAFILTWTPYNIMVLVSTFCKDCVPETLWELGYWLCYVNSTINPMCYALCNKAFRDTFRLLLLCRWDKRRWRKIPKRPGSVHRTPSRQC
M5 ag = human M5 muscarinic receptor agonists, primary screen, CHO-K1 cells, Fluo-8 calcium fluorescence; activation, % at 3 µM; actives 0.19% (n = 360,000); Muscarinic acetylcholine receptor M5 (Homo sapiens), P08912; CHO-K1 hM5 cells; 0% DMSO wells, 100% maximal acetylcholine response;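 active means activation above the run's mean over test compounds plus 3 SD, cut at about 23% in these data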;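 further: signal is peak over basal fluorescence ratio across the kinetic read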
CHRM5 PAM = human M5 muscarinic receptor positive allosteric modulators, primary screen, CHO-K1 cells, Fluo-8 calcium fluorescence | activation, % at 3 µM | actives 0.3% (n = 360,000) | CHO-K1 hM5, ACh EC20 PAM; 0% = ACh EC20, 100% = ACh EC100 | AID 624038, 2012;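 active means activation above the run cutoff, the mean activation of all test compounds plus 3 SD, cut at about 18% in these data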
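Assay system: CHO-K1 hM5 cells. Also added: acetylcholine at EC20 concentration, added after compound. Dosing: 3 µM, single dose. Times: compound preincubation 140 s before EC20 acetylcholine addition. Signal: Fluo-8 calcium fluorescence. Measure: % activation relative to EC20 and EC100 ACh responses. Repeats: singlicate, one well per test compound.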
CRFR2-BP antag = antagonists of CRF-BP/CRF-R2 complex, primary screen, cell-based, HEK293, calcium dye fluorescence, uHTS. actives 0.59% (n = 350,000). inhibition, % at 11.8 µM. CRF-induced calcium fluorescence. AID 588475, 2011;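 active means inhibition of the ligand-induced calcium signal above about 50% at the single tested concentration, limit read from the data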
CHRM4 antagonist = human M4 muscarinic receptor antagonists, primary screen, CHO cells, Fluo-8 calcium fluorescence; inhibition, % at 3 µM; actives 0.73% (n = 360,000); CHO-hM4 cells, ACh EC80; Muscarinic acetylcholine receptor M4 (Homo sapiens), P08173; AID 624125, 2012;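 active means inhibition above its plate's cutoff, the mean inhibition of sample wells plus 3 SD, cut at about 27% in these data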;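 further: 0% = acetylcholine EC80 with DMSO and 100% = DMSO without agonist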
M4 ag = human M4 muscarinic receptor agonists, primary screen, CHO-K1 cells, Fluo-8 calcium fluorescence; Muscarinic acetylcholine receptor M4 (Homo sapiens), P08173; CHO-K1 hM4/Gqi5; vehicle 0%, full acetylcholine response 100%; activation, % at 3 µM; actives 0.14% (n = 360,000); AID 624127, 2012;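 active means activation above the run mean over all test wells plus 3 SD, cut at about 32% in these data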;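 further: peak over basal fluorescence ratio per well then scaled between controls; 0% = DMSO wells and 100% = acetylcholine at EC100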
CHRM5 antagonist = human M5 muscarinic receptor antagonists, primary screen, CHO cells, Fluo-8 calcium fluorescence; Muscarinic acetylcholine receptor M5 (Homo sapiens), P08912; CHO-hM5 cells, ACh EC80; inhibition, % at 3 µM; actives 0.59% (n = 360,000); AID 624040, 2012;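 active means inhibition above a per-plate cutoff, the mean of that plate's test compounds plus 3 SD, cut at about 27% in these data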;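 further: 0% = acetylcholine EC80 with DMSO and 100% = DMSO without agonist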
CRFR2-BP ag = agonists of CRF-BP/CRF-R2 complex, primary screen, cell-based, HEK293, calcium dye fluorescence, uHTS | actives 0.46% (n = 350,000) | CRF-binding protein / CRF receptor 2 complex (human) | calcium dye fluorescence (FLIPR); percent of saturating CRF peptide response | AID 588473, 2011 | activation, % at 13.2 µM;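 active means activation of at least 50%, plus an integration ratio under a set limit after plate pattern correction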;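 further: plate controls were neutral control wells without compound for no effect and CRF at EC100 for full effect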
* marks the source's active call; other numbers are inactive results; . = not tested or not shown.

CHRM4 PAM,M1 PAM,M5 ag,CHRM5 PAM,CRFR2-BP antag,CHRM4 antagonist,M4 ag,CHRM5 antagonist,CRFR2-BP ag,SMILES
3,-3,0,1,-47,-3,0,0,-0.6,Oc1ccc(/C=N/N(Cc2ccccc2)c2ccccc2)cc1
-10,-6,0,-7,-52,0,9,8,-0.9,CCN1C(=O)N/C(=C/c2ccc(Sc3ccc(C)cc3)o2)C1=O
-22,1,-7,-2,17,-5,1,4,-1.0,O=c1n(Cc2ccc(F)cc2)nc2n1-c1ccccc1SC2
-6,-2,-2,-2,-2,12,0,12,-0.7,CSc1cccc(NC(=O)C2C3C=CC4(O3)C2C(=O)N(CCCN2CCOCC2)C4C(=O)NC2CCCCC2)c1 (stereo not drawn)
3,11,2,1,4,1,-2,-6,-0.9,O=C(/C=N/O)Nc1ccccc1C(=O)O
11,9,2,-4,-2,-4,4,13,-0.9,Cc1cc2nc3n(c2cc1C)CC1CC(C(=O)NCc2ccccc2)N(C)C31 (stereo not drawn)
-10,-2,-8,1,-2,-17,3,4,0.6,COc1ccc(SC[C@H](CC(C)C)N2CCN(CCc3ccccc3)CCC2=O)cc1
0,4,-1,-4,-4,3,0,6,-0.9,COc1ccc(OCC(=O)NNC(=O)c2cccs2)cc1
-5,9,0,-1,-2,6,1,7,0.6,Cc1cccc(C(=O)NCC(=O)N2CCOCC2)c1
-2,2,-2,-3,1,-7,3,8,-0.1,Brc1ccc(-c2noc(-c3ccccn3)n2)o1
0,9,-4,-3,11,4,0,1,0.1,Cc1occc1C(=O)Nc1c(Cl)cccc1Cl
2,-4,-1,0,3,11,0,-11,2.0,c1ccc(-n2cnnc2SCc2cn3ccccc3n2)cc1
12,12,0,8,-2,-4,1,-1,-0.9,Cc1sc2ncn3cnnc3c2c1C
4,8,-1,0,-37,-2,0,5,5.1,COc1ccc(Br)cc1-c1noc(-c2ccccc2F)n1
-11,-4,-2,-14,5,-1,16,6,-0.6,O=C(CN1C(=O)c2ccccc2C1=O)N1CCN=C1c1ccccc1
9,3,-1,1,-17,-12,1,-2,-1.9,CC(C)NC(=O)NC(=O)COC(=O)c1ccc(OC(F)(F)F)cc1
-5,-1,0,4,3,3,2,-5,0.1,CCOc1ccccc1N1CC(C(=O)N2CCOCC2)CC1=O (stereo not drawn)
-25,-6,-2,-20,-3,14,6,21,2.8,CN1/C(=C\C(=O)COC(=O)c2ccc(O)cc2)C(C)(C)c2ccccc21
4,1,-4,-1,-4,-15,7,5,0.2,O=C(CCNC(=O)C1CCN(S(=O)(=O)c2ccccc2)CC1)NCc1ccc(Cl)c(Cl)c1
3,0,-3,5,18,3,0,-4,-2.4,O=C(CN1C(=O)c2ccccc2C1=O)NNC1=NS(=O)(=O)c2ccccc21
0,8,-1,12,3,-21,0,2,1.6,CCCN(CCC)Cc1c(C(=O)N/N=C/c2ccsc2)nnn1-c1nonc1N
3,9,0,-5,-56,-5,1,3,64*,CNC(=O)c1sc(N2N=C3/C(=C/c4ccccc4)CCCC3C2c2ccccc2)nc1C (stereo not drawn)
2,5,-2,0,-2,7,0,1,-0.9,CCC(C)(C)NC(=O)CN(CC1CCCO1)C(=O)CNS(=O)(=O)c1ccccc1 (stereo not drawn)
-1,15,-4,-2,-1,3,5,3,-0.8,c1ccc(Nc2nc(Nc3ccccc3)nc(N3CCNCC3)n2)cc1
-1,3,9,-3,2,5,16,8,0.8,O=C1C(c2ccccc2)=[N+]([O-])c2ccccc21
1,8,-5,0,6,-3,1,6,1.9,CCOC(=O)N1CCC(NC(=O)CCc2ccccc2)CC1
-4,1,-1,-2,7,3,0,10,-1.5,CC(NC(=O)c1ccccc1Cl)C(=O)NCc1cccs1 (stereo not drawn)
-7,2,-3,-12,-10,-14,3,8,1.4,CCCOc1ccc(CCC(=O)N/N=C/c2ccncc2)cc1
0,3,2,-5,5,1,6,12,1.6,Cc1cc(=O)oc2cc(OCC(=O)Nc3ccc(CN4CCOCC4)cc3)ccc12
3,4,0,3,16,-13,1,-1,-0.1,COc1cccc(CN2CC(C(=O)N3CCSCC3)CCC2=O)c1 (stereo not drawn)
0,6,-3,5,1,-2,1,2,5.2,CC(C)n1cnc2c(NCc3ccccc3)cc(OCC3CCN(C)CC3)cc21
-2,6,2,1,-2,-10,2,-5,-1.9,CCN(CC)S(=O)(=O)c1cccc(C(=O)Nc2cc(C)nn2-c2ccccc2)c1
-1,0,-1,5,-3,-2,1,-5,-1.4,CCOC(=O)C1CCN(C(=O)c2ccccc2NC(=O)C2=C(C)OCCS2)CC1
-6,-5,-2,-4,6,-5,7,3,0.8,O=C(Nc1ccncc1)c1cccc(S(=O)(=O)N2CCCC2)c1
0,-6,-4,-1,27,5,1,-1,-3.9,COc1ccccc1N1CCN(S(=O)(=O)c2ccc(-n3cnnn3)c(C)c2)CC1
-8,0,-1,-9,-3,-3,7,17,-0.8,Cc1cccc(C)c1NC(=O)CNC(=O)c1cn(-c2ccccc2)nc1-c1ccccc1
0,7,0,-1,.,-1,0,3,.,CC(=O)Nc1ccc(CN2C(=O)C(C)(C)ON=C2c2ccc(NC(C)=O)cc2)cc1
-3,-4,1,3,12,-1,0,9,1.1,CC(=O)Nc1ccc(/C(C)=N/NC(=O)c2ccc(CN3CCOCC3)cc2)cc1
-4,5,-7,-5,3,6,3,-3,-1.2,O=C(NCC1COc2ccccc2O1)C1CCCN(S(=O)(=O)c2cccc3nsnc23)C1 (stereo not drawn)
-2,8,-6,-2,3,7,-1,7,-0.2,CC(C)(C)c1ccc(C(=O)NCc2ccco2)cc1
-7,4,-2,-2,-20,8,1,4,0.0,c1csc(CNc2nc3ccccc3n2CCN2CCOCC2)c1
0,2,-1,2,15,2,1,8,-0.8,CCCc1cc(=O)[nH]c(SCC(=O)Nc2ccc3c(c2)CCC3)n1
7,8,1,7,25,13,1,-5,-6.2,CCNC(=O)N(C(=O)NCC)n1c(C)nnc1C
8,5,-7,4,0,-31,2,-10,1.5,CC(=O)c1ccc(NC(=O)CN2CCCCCC2)cc1
-2,12,3,-3,-11,2,1,1,-1.0,CCOc1ccc(/C=N/Nc2nc(=O)[nH]nc2C)cc1OC
9,2,2,2,0,8,1,8,0.5,CCC(/C=C1\Sc2ccc(OC)cc2N1CCO)=C\c1sc2ccc(OC)cc2[n+]1CCO
2,3,4,-4,6,-5,1,9,0.2,O=C(NC1CCCCC1)c1ccc(-n2cnnn2)cc1
-2,-6,-7,3,-6,-10,1,1,0.3,CCN1CCN(c2ccc(NC(=O)c3ccc4c(c3)OCCO4)cc2C)CC1
1,-1,-2,1,-16,-2,3,0,-1.1,COc1ccc(-n2cc(CNCCCn3ccnc3)c(-c3ccccc3Cl)n2)cc1
-7,28,4,11,1,2,-1,-6,0.6,CCOC(=O)c1c(NC(=S)N2CCCCC2)sc2c1CCN(C(=O)OCC)C2

Next section
CHRM4 PAM,M1 PAM,M5 ag,CHRM5 PAM,CRFR2-BP antag,CHRM4 antagonist,M4 ag,CHRM5 antagonist,CRFR2-BP ag,SMILES
19,10,-3,-5,4,-11,3,-12,-0.1,COc1ccc2nc(SCC(=O)N3CCCCC3)c(C#N)cc2c1
-5,-1,4,-4,-9,-2,9,6,1.0,CC(=O)c1cccc(NC(=O)C(C)OC(=O)Cc2c[nH]c3ccccc23)c1 (stereo not drawn)
12,6,3,-1,15,-5,0,-2,-1.8,CCc1cc(C(=O)O)c(NC(=O)/C=C/c2ccc(OC)cc2)s1
-5,-5,0,-15,2,-14,19,24,3.2,CC(C)(C)[C@H]1COC(=O)[C@@H](Cc2ccc(F)cc2)C/C=C\C[C@@H](CC(=O)N[C@@H](CO)Cc2ccccc2)C(=O)N1
-6,0,-4,2,7,-7,1,-4,-1.9,CN(C)C(=O)c1ccccc1Sc1ccc(Cl)cc1Cl
11,0,-4,10,-18,-7,4,5,0.7,COc1cccc2cc(C(=O)N3CCN(C/C=C/c4ccccc4)CC3)c(=O)oc12
1,2,0,-8,4,1,2,5,6.6,COc1ccccc1OCC(=O)OCn1c(SC)nnc(C)c1=O
3,1,-4,-7,-33,-5,1,4,0.0,O=C1CCCC2=C1C(c1ccccc1)NC(=S)N2 (stereo not drawn)
8,18,2,-1,-46,-5,5,-6,41,CCN(CC)c1ccc2cc(C(N)=O)c(=O)oc2c1
-5,-20,0,-7,-7,6,11,8,0.4,COc1cc(/C=c2\s/c(=C\C(=O)C(C)(C)C)[nH]c2=O)cc(OC)c1OC
6,7,-3,0,-37,-9,8,9,3.4,O=C(N/N=C/c1cccc(OC(=O)c2cccc(Br)c2)c1)c1ccncc1
13,6,-2,1,-5,-17,2,-3,-2.6,COCCCNC(=O)C(C#N)c1nc2ccccc2nc1N1CCCC1 (stereo not drawn)
-3,12,0,-2,4,0,1,4,1.1,O=C(O)c1ccccc1C(=O)NNc1ccc(Cl)cc1
10,1,2,-1,7,-5,2,2,3.0,Cc1ccc(C)c(N(CC(=O)NCc2ccco2)C(=O)CCC(=O)Nc2ccccn2)c1
-14,-9,-20,-34,-29,-5,9,28*,2.0,CCOC(=O)C1(CCOc2ccccc2)CCN(Cc2ccc(O)cc2)CC1
-7,-3,2,0,-9,5,9,4,-3.7,Cc1cccc(NC(=O)COC(=O)C(NC(=O)c2cccc(S(=O)(=O)N3CCOCC3)c2)C(C)C)c1 (stereo not drawn)
-2,-6,2,-5,2,-4,0,-1,-0.4,CC(=O)c1cc2c(cc1NC(=O)c1cc(C)nn1-c1ccccc1)OCO2
0,8,-3,-1,-13,-3,1,0,1.0,CSCCC(NC(=O)c1ccc(Cl)cc1Cl)C(=O)N1CCCCCCC1 (stereo not drawn)
0,4,-2,9,-10,9,1,-9,-0.2,Cc1ccc2c(c1)N(CC(=O)NC1CCC(C)CC1)C(=O)CO2 (stereo not drawn)
-2,5,-2,-1,-10,-4,1,1,3.6,CCOc1ccc(C(=O)NN2C(=O)C3C4C=CC(O4)C3C2=O)cc1 (stereo not drawn)

Sorted by count of non-hydrogen atoms (lowest first): some entries from above
CHRM4 PAM,M1 PAM,M5 ag,CHRM5 PAM,CRFR2-BP antag,CHRM4 antagonist,M4 ag,CHRM5 antagonist,CRFR2-BP ag,SMILES
0,2,-1,2,15,2,1,8,-0.8,CCCc1cc(=O)[nH]c(SCC(=O)Nc2ccc3c(c2)CCC3)n1
13,6,-2,1,-5,-17,2,-3,-2.6,COCCCNC(=O)C(C#N)c1nc2ccccc2nc1N1CCCC1 (stereo not drawn)
6,7,-3,0,-37,-9,8,9,3.4,O=C(N/N=C/c1cccc(OC(=O)c2cccc(Br)c2)c1)c1ccncc1
-5,-5,0,-15,2,-14,19,24,3.2,CC(C)(C)[C@H]1COC(=O)[C@@H](Cc2ccc(F)cc2)C/C=C\C[C@@H](CC(=O)N[C@@H](CO)Cc2ccccc2)C(=O)N1
